# Source: PubChem BioAssay
# GLP-1R agonist: qHTS of GLP-1 Receptor Agonists | Potency, µM (titrated, usually from 45.6 µM), for the others: at the top dose activation, hits mostly activators | Glucagon-like peptide 1 receptor (Homo sapiens), P43220 | HEK293 GLP-1R CRE-luciferase, luminescence, 4-6 h; cells express a hypersensitive GLP-1R form | AID 624172, 2012 | 0.007% of 380,000 active; further: potency means the concentration at half of the fitted maximal effect; % of control where 0% means no effect
# GLP-1R inv ag: qHTS of GLP-1 Receptor Inverse Agonists (Inhibition Mode). 1.6% of 410,000 active. HEK293 GLP-1R CRE-luciferase, luminescence, 24 h; GLP-1R form is constitutively active. Glucagon-like peptide 1 receptor (Homo sapiens), P43220. Potency, µM (series often up to 38.3 µM), for inactives: at the top dose activity change, negative = inhibition, most hits filed as inhibitors. AID 624417, 2012; further: potency means the concentration at half of the fitted maximal effect; on the % scale 0 is the no-effect control and ±100 the full control effect; nearly all actives have a fitted effect of over 55% in size
#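 Seeding at 200 cells/uL, 12 h culture, 24 hr compound treatment, then luciferase reagent and a luminescence read; cells are HEK293 stably expressing a constitutively active GLP-1R plus cAMP-responsive luciferase.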
# aSyn yeast inh: qHTS of alpha-syn Inhibitors; Yeast expressing alpha-synuclein, growth rescue, BacTiter-Glo, 24 h; Potency, µM (titrated, usually from 46.1 µM), for the others: at the highest dose growth rescue (activation), usual class: activators; 0.14% of 370,000 active; further: potency means the concentration at half of the fitted maximal effect; % of control where 0% means no effect; nearly all actives have a fitted effect of over 65% in size
#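 Galactose-induced alpha-syn yeast (OD600=0.02, raffinose-pregrown) + pinned cpd, 24 hr, 30 deg C; growth by BacTiter-Glo luminescence. Growth restoration scores as activation.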
# FUS yeast rescue: qHTS for Suppressors of FUS Proteinopathy: Primary screen using FUS-linked yeast assay | S. cerevisiae FUS-expressing, growth rescue, OD600, 24 h | 0.24% of 390,000 active | Potency, µM (highest dose often 76.6 µM), for the others: at the highest dose growth rescue (activation), usual class: activators;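 further: potency means the concentration at half of the fitted maximal effect; plate controls were DMSO vehicle for no effect and reference control for full effect; nearly all actives have a fitted effect of over 55% in size; some results filed as inactive show a strong effect at the top dose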
#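 Steps: raffinose overnight preculture; dilution to OD 0.005 in 2% galactose minimal medium; compound addition (concentration series); 24hr at 30C, 99% humidity; absorbance read at 600 nm.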
# Akt phos inh: HTS Assay for Inhibitors of Akt Phophorylation: Primary Screen. activity change, % for hits at 50 µM. 0.32% of 360,000 active. Neuro2A IGF-stimulated pAkt S473 HTRF, 20 min; active compounds read low; in the data active means activity change below about -80%; inconclusive means mostly about -51% to -80%; further: on the % scale 0 is the no-effect control and ±100 the full control effect
#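 Single-point screen (50 µM final compound) in Neuro2A cells stimulated 20 min with 6 nM IGF at 37 deg C. After lysis, Ser473-phosphorylated Akt read by HTRF (ex 330 nm, em 615/665 nm) as the 665/615 ratio.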
# PTHR1 ag: qHTS for PTHR1 Agonists: Primary Screen; Parathyroid hormone/parathyroid hormone-related peptide receptor (Homo sapiens), Q03431; HEK293 GP2 PTHR1 cells, GloSensor cAMP luminescence, 1 h; Potency, µM (highest dose often 115 µM), without a hit: at the top dose activation, usual class: activators; 0.075% of 410,000 active; AID 743266, 2014; further: potency means the concentration at half of the fitted maximal effect; nearly all actives have a fitted effect of over 55% in size; some results filed as inactive show a strong effect at the top dose; inactives centre near -15; many of its hits are not listed in these tables
# Target sequence (Q03431 whole entry, looked up): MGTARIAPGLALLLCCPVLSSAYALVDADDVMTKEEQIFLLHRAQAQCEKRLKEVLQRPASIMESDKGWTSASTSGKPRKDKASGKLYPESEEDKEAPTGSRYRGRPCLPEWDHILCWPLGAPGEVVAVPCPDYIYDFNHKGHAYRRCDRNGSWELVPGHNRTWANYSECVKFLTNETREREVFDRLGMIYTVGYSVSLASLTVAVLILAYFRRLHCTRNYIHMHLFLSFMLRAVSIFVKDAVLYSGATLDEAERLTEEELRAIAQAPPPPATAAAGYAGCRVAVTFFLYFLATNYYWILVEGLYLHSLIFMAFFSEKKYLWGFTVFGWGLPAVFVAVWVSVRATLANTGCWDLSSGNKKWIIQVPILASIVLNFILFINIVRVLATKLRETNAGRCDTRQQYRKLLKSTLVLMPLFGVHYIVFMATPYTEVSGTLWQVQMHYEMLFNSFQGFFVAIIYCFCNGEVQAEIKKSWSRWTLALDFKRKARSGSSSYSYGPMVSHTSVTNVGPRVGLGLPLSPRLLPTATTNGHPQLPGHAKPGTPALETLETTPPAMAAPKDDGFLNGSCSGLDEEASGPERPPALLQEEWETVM
#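 HEK-293-derived GP2 cells expressing PTHR1 and a GloSensor cAMP reporter, 3,000/well, plated overnight, given luciferin plus IBMX (each 0.5 mM as added) for 1 h at 37 °C, then compound for 1 h at 37 °C. Luminescence was read after 15 min at room temperature.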
# Abeta rescue: qHTS for compounds that reverse cellular toxicity of Amyloid beta (A-beta) peptide in yeast: Primary Screen; Potency, µM (top dose mostly 46.1 µM), for inactives: at the top dose growth rescue, actives largely listed as activators; 0.063% of 410,000 active; yeast expressing A-beta42, growth rescue, OD600, 48 h; response scale: 0% DMSO, 100% iron-clioquinol control; further: potency means the concentration at half of the fitted maximal effect; nearly all actives have a fitted effect of over 55% in size
#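 Yeast A-beta toxicity model in growth medium with pinned compounds, 48 h at 30 C; growth read as absorbance at 600 nm. Normalized to FeCl3/clioquinol equimolar mix (positive) and DMSO (negative).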
# DRD3 antagonist: qHTS of D3 Dopamine Receptor Antagonist: qHTS. D(3) dopamine receptor (Homo sapiens), P35462. D3R cells, DiscoveRx beta-arrestin luminescence, antagonist mode; active compounds read low. max response, negative = inhibition, %. 2.5% of 360,000 active. AID 652054, 2013; in the data active means max response below about -50%; inconclusive means no clear call, values can overlap the other calls; further: on the % scale 0 is the no-effect control and ±100 the full control effect; mostly tested at two doses, the higher about 12 µM
# Target sequence (P35462 whole entry, looked up): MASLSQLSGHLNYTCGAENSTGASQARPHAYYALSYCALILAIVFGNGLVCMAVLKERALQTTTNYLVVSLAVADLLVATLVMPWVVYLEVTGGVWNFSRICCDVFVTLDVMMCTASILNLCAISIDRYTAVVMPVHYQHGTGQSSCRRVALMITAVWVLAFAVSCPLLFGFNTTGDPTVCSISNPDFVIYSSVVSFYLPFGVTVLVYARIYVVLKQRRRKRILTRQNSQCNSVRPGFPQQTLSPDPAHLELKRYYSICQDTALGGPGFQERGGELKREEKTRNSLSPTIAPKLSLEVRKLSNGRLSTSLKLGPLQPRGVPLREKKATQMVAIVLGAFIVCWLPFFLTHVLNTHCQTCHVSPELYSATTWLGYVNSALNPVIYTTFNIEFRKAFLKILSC
#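 Cells plated overnight at 1500 cells/well, then exposed to library compounds with dopamine controls for 90 minutes at 37 degrees C. DiscoveRx reagent added for 30–60 minutes at room temperature; luminescence read, quantitative HTS format.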
# TDP43 rescue: qHTS of TDP-43 Inhibitors; TDP-43 expressing yeast growth rescue, BacTiter-Glo, 24 h; Potency, µM (top dose mostly 46.1 µM), without a hit: at the top dose growth rescue (activation), usual class: activators; 1.8% of 410,000 active; AID 652104, 2013; further: potency means the concentration at half of the fitted maximal effect; % of control where 0% means no effect; nearly all actives have a fitted effect of over 50% in size
#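 Luminescence from BacTiter-Glo reports growth of TDP-43-expressing yeast after 24 hr at 30 deg C with compound. Cells were raffinose-pregrown to mid-log, then seeded in galactose medium at OD600=0.02.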
# * = called active by the depositor; i = inactive; ? = inconclusive; nt = no result given; & = joins results of further samples; [ ] = dose if it differs, or a comment. Unless noted, the call rests on the fitted dose curve; in most records, active means well fitted curve in the direction sought with a large enough effect; inconclusive means small, poorly fitted or top-dose-only effect, or another doubt; inactive means no such curve, though single readings can be large; an effect the other way counts as inactive or inconclusive.
# Every second line gives: GLP-1R agonist | GLP-1R inv ag | aSyn yeast inh | FUS yeast rescue | Akt phos inh | PTHR1 ag | Abeta rescue | DRD3 antagonist | TDP43 rescue
> C[C@]12CCC3C(CC[C@H]4C[C@@H](O)CC[C@]34C)C1CCC2=O (some centres undefined)
→ 12% | 102%[activator] | 0% | nt | i | i | -42%[inhibitor] | 4 | ?
> CNC(=O)Oc1ccccc1C1CCCCC1
→ 12% | ? | -9% | -6% | i | -2% | 9% | -17 | -3%
> CCOP(=O)(OCC)C(NC(C)=O)C(Cl)(Cl)Cl (centres undefined)
→ -4% | 8% | 0% | 7% | i | 1% | -1% | 6 | -7%
> c1ccc2sc(C3CCCNC3)nc2c1 (centres undefined)
→ -7% | 0% | -1% | 1% | i | i | -5% | 61 | -1%
> N#Cc1ccccc1Cn1cc(C(=O)c2ccco2)c2ccccc21
→ ? | 0% | 2% | 28% | i | i | -10% | 14 | 15%
> Cc1ccc(N(C)C(=O)Oc2cccc3cccnc23)cc1
→ -5% | ? | 3% | 11% | i | -4% | -11% | -9 | 21%
> CC(=O)[C@H]1CC[C@H]2[C@@H]3CC=C4C[C@@H](OS(=O)(=O)O)CC[C@]4(C)[C@H]3CC[C@]12C
→ 0% | 30% | ? | -18% | i | -2% | -8% | 0 | 0%
> Clc1cccc(Cl)c1CN1CCN(c2ccccc2)CC1
→ 5% | -1% | 1% | -11% | i | -35%[inhibitor] | 9% | ? | -22%
> O=c1c2ccccc2nc(-c2ccccc2)n1-c1ccccc1O
→ 14% | ? | 9% | -10% | i | -1% | -7% | 9 | -8%
> CSc1nc2ccccc2c(=O)n1-c1cccnc1
→ 7% | -11% | 10% | -1% | i | i | -2% | 6 | 3%
> CN1C(=O)CC(c2ccccc2)Nc2ccccc21 (centres undefined)
→ -2% | 4% | -11% | 31% | i | i | 0% | 19 | 14%
> O=P(Nc1cccnc1)(Oc1ccccc1Cl)Oc1ccccc1Cl
→ -1% | ? | 29% | nt | i | -15% | -35%[inhibitor] | 6 | ?
> C[C@H]1COC(=O)[C@@H](Cc2ccc(F)cc2)CC/C=C/C[C@H](CC(=O)N(CCO)Cc2ccccc2)C(=O)N1
→ -4% | -7% | ? | 24% | i | -34%[inhibitor] | 0% | 33 | 18%
> CC1([N+](=O)[O-])COP(=O)(Nc2ccc(Cl)cc2)OC1 (centres undefined)
→ -1% | -22% | 2% | nt | i | i | -8% | -7 | 20%
> CCOP(=O)(OCC)c1nc(-c2ccc(Br)cc2)oc1N1CCCCC1
→ 13% | 8.9µM* | 7% | 28% | i | -16% | -13% | 9 | 13%
> CC1([N+](=O)[O-])COP(=O)(Nc2cccc(Cl)c2)OC1 (centres undefined)
→ -3% | 1% | 8% | nt | i | i | -1% | 4 | 3%
> C[C@]12CC[C@H](O)CC1=CC(=O)C1C2CC[C@]2(C)C(=O)[C@H](O)CC12 (some centres undefined)
→ 9% | -13% | -4% | 8% | i | i | 4% | 2 | -17%
> O=c1[nH]c(=O)n(-c2ccccc2Cl)c(O)c1C=NCCN1CCCCC1
→ 3% | -18% | -2% | 9% | i | i | 0% | ? | -8%
> NC(=O)c1cc([N+](=O)[O-])cc([N+](=O)[O-])c1
→ 7%&2% | 7% | -1% | -26% | i | -18% | 1% | 4 | 18%
> CCCCCCC[n+]1ccc(-c2cc[n+](CCCCCCC)cc2)cc1
→ 1% | -27% | -1%&1% | 18% | i | -22% | -1% | -2 | 12%

# Every second line gives: GLP-1R agonist | GLP-1R inv ag | aSyn yeast inh | FUS yeast rescue | Akt phos inh | PTHR1 ag | Abeta rescue | DRD3 antagonist | TDP43 rescue
> C=C1C/C(=C/C)C(=O)O[C@@H]2CCN3CC=C(COC(=O)[C@]1(C)O)[C@H]23
→ -3% | -16% | -7% | -19% | i | i | 4% | 2 | 1%
> COC1=C(OC)[C@]23CCc4ccc(OC)c(OC)c4[C@]2(CCN3C)CC1=O
→ 2% | -9% | -6% | -27% | i | -12% | 5% | -26 | 11%
> C=CCn1c(O)c(C(CC)=NCCc2c[nH]c3ccccc23)c(=O)[nH]c1=O
→ ? | 17% | 0% | 17% | i | -26% | 8% | 29 | 1%
> CC(C)COC(=O)c1ccccc1C(=O)OCC(C)C
→ -3% | ? | -1% | -35% | i | i | -7% | -5 | -5%
> O=c1[nH]c(=S)[nH]c(O)c1N=Nc1ccc2c(c1)OCCO2
→ 2% | ? | -4% | 11% | i | -21% | -23% | -16 | -17%
> OC(c1ccc(F)cc1)C(c1ccccc1)N1CCOCC1 (centres undefined)
→ -7% | -10% | 2% | 13% | i | i | 4% | 7 | -7%
> CC1CCCC(NC(=O)COC(=O)Cc2ccccc2)C1C (centres undefined)
→ -10% | 4% | -1% | 26% | i | -1%[57.5 µM] | -2% | 24 | 12%
> NC(=Nc1ccccc1)NN=Cc1c[nH]c2ccccc12
→ -11% | ? | 2% | nt | i | i | 2% | ? | 7%
> CCN(CC)C(=O)c1ccc(NC(=O)CN2CCc3cc(OC)c(OC)cc3C2)cc1
→ 6% | -3% | -2% | 24% | i | i | -13% | -21 | -5%
> COc1cccc(-n2c(O)c(C=Nc3c(C)n(C)n(-c4ccccc4)c3=O)c(=O)[nH]c2=O)c1
→ 4% | 12% | 1% | 9% | i | i | -19% | 9 | 11%
> COc1ccc(-c2n(-c3ccccn3)c3ccccc3[n+]2-c2ccccn2)cc1
→ 2% | 1% | -5% | -12% | i | -14% | 0% | -2 | 6%
> O=C(Cc1ccccc1)OC(COCc1ccccc1)CN1CCOCC1 (centres undefined)
→ -1% | 2% | 2% | 2% | i | -6% | -2% | ? | -7%
> CCCCn1c(=O)c(C(=O)NCc2ccco2)c(O)c2ccccc21
→ 4% | -32% | 12% | -30% | i | -53%[inhibitor] | -7% | 30 | -17%
> O=C(c1cc(F)ccc1F)C1CCCN(Cc2ccc3nonc3c2)C1 (centres undefined)
→ 13% | ? | 2% | 12% | i | -85%[inhibitor] | -4% | -14 | ?
> O=C(NCc1cccnc1)Nc1ccccc1Cl
→ 2% | 19% | -3% | -25% | i | 6% | 1% | -3 | -5%
> CCN1C(=O)C(=Cc2cc(C)n(C3CC3)c2C)C(=O)N(CC)C1=S
→ 7% | 7% | 9% | 11% | i | i | -1% | 7 | 14%
> Cc1cc(C)c(C(=O)N2CCC3(CC2)OCCO3)c(C)c1
→ 0% | -2% | 8% | 4% | i | i | -9% | 7 | 4%
> COc1ccc2c(c1)[C@@]13CCC=C[C@H]1[C@@H](C2)NCC3
→ 20% | ? | 8% | -36% | i | -23% | 13% | -6 | 3%
> COC(=O)C(O)(c1ccc2c(c1)CCCN2)C(F)(F)F (centres undefined)
→ 0% | -12% | -2% | -6% | i | ? | 3% | -23 | -10%
> C=CCNC(=O)c1c(N)n(CCN2CCOCC2)c2nc3ccccc3nc12
→ 1% | -12% | 3% | 13% | i | i | 6% | 13 | -8%

# In the list so far, 5 contain sulfur.
# Every second line gives: GLP-1R agonist | GLP-1R inv ag | aSyn yeast inh | FUS yeast rescue | Akt phos inh | PTHR1 ag | Abeta rescue | DRD3 antagonist | TDP43 rescue
> c1ccc2sc(C3CCCNC3)nc2c1 (centres undefined)
→ -7% | 0% | -1% | 1% | i | i | -5% | 61 | -1%
> CC(=O)[C@H]1CC[C@H]2[C@@H]3CC=C4C[C@@H](OS(=O)(=O)O)CC[C@]4(C)[C@H]3CC[C@]12C
→ 0% | 30% | ? | -18% | i | -2% | -8% | 0 | 0%
> CSc1nc2ccccc2c(=O)n1-c1cccnc1
→ 7% | -11% | 10% | -1% | i | i | -2% | 6 | 3%
> O=c1[nH]c(=S)[nH]c(O)c1N=Nc1ccc2c(c1)OCCO2
→ 2% | ? | -4% | 11% | i | -21% | -23% | -16 | -17%
> CCN1C(=O)C(=Cc2cc(C)n(C3CC3)c2C)C(=O)N(CC)C1=S
→ 7% | 7% | 9% | 11% | i | i | -1% | 7 | 14%

# (continued)
# Every second line gives: GLP-1R agonist | GLP-1R inv ag | aSyn yeast inh | FUS yeast rescue | Akt phos inh | PTHR1 ag | Abeta rescue | DRD3 antagonist | TDP43 rescue
> CC(=O)N1CC(=O)Nc2ccc(C)cc2C1c1ccccc1 (centres undefined)
→ -2% | -4% | 2% | -14% | i | -1% | -4% | 9 | -3%
> O=C(CN1CC(c2ccccc2)CC1=O)Nc1ccc(F)cc1 (centres undefined)
→ -4% | -5% | ? | -13% | i | -17% | -12% | -6 | 0%
> CCOC(=O)c1cccc(C2=C(CNC(=O)c3ocnc3C)[C@H]3CC[C@@H](C2)N3Cc2ccccc2)c1
→ 11% | -29% | 0% | 7% | i | i | -8% | -2 | 13%
> Cc1cccc(-n2c(C)nc3ccc(Cl)cc3c2=O)c1
→ -1% | 9% | 2% | 8% | i | -13% | 28% | 15 | 0%
> CCOC(=O)c1c(C)n(C(C)C)c2ccc(OC)cc12
→ 33% | ? | 6% | -1% | i | i | -5% | 16 | 21%
> COC(=O)C1=C(c2ccc(F)cc2OCc2ccccc2)C[C@@H]2CC[C@H]1N2C(=O)N1CCC(O)CC1
→ 5% | 3% | 3% | 37% | i | -18% | 9% | -3 | 15%
> CCOC(=O)CNC(=O)N1Cc2cc(N3CCOCC3)ccc2-n2nncc2C1
→ -4% | 8% | -17% | -24% | i | -13% | 5% | 0 | 28%
> Cc1ccc(C)c(S(=O)(=O)Nc2ccc3c(c2)CCCN3C(=O)c2cccs2)c1
→ nt | ? | nt | 0% | nt | -24% | 20% | nt | 0%[9.22 µM]

# This is a subset; the hit share may differ from the screen's.
